Bioassay records from PubChem.
KCNQ1 inh = blocks the human KCNQ1 potassium channel | P51787 | CHO-K1 KCNQ1, FluxOR thallium flux fluorescence; active compounds read high | B-score at 10 µM | hit rate 1.3% among 310,000 | AID 2642;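 active = compounds whose thallium flux B-score, printed positive for inhibition, exceeds three library SD while starting fluorescence stays within three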;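 also: channel opened by potassium depolarization with thallium stimulus after 20 min compound exposure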
PolyA inhibitor = inhibitors of polyadenylation in S. cerevisiae. S. cerevisiae SKY197-pL101 polyadenylation reporter, beta-gal luminescence; efflux-impaired pdr1/pdr3 knockout yeast; score 100 = 6 SD above DMSO. calls only at 12 µM. hit rate 0.02% among 300,000;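 active = lowest replicate activity score at least 50, where 100 means six control SD above control mean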;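 also: yeast exposed to compound for 9 h at 30 °C; higher score means more reporter readthrough which indicates perturbed polyadenylation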
hERG rescue = hERG (human) protection from proarrhythmic block | Q12809 | CHO-hERG, FluxOR thallium flux, dofetilide IC70 present | activation (rescue from dofetilide block), less the hit threshold, % at 10 µM | hit rate 0.51% among 310,000 | AID 1511;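 active = activation above the mean of controls blocked by dofetilide plus 5 SD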;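 also: thallium influx through hERG after potassium depolarization seen as dye fluorescence rise; in these data hits start at about 4.7%; inactives centre near -7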
Target sequence (Q12809 whole entry, looked up): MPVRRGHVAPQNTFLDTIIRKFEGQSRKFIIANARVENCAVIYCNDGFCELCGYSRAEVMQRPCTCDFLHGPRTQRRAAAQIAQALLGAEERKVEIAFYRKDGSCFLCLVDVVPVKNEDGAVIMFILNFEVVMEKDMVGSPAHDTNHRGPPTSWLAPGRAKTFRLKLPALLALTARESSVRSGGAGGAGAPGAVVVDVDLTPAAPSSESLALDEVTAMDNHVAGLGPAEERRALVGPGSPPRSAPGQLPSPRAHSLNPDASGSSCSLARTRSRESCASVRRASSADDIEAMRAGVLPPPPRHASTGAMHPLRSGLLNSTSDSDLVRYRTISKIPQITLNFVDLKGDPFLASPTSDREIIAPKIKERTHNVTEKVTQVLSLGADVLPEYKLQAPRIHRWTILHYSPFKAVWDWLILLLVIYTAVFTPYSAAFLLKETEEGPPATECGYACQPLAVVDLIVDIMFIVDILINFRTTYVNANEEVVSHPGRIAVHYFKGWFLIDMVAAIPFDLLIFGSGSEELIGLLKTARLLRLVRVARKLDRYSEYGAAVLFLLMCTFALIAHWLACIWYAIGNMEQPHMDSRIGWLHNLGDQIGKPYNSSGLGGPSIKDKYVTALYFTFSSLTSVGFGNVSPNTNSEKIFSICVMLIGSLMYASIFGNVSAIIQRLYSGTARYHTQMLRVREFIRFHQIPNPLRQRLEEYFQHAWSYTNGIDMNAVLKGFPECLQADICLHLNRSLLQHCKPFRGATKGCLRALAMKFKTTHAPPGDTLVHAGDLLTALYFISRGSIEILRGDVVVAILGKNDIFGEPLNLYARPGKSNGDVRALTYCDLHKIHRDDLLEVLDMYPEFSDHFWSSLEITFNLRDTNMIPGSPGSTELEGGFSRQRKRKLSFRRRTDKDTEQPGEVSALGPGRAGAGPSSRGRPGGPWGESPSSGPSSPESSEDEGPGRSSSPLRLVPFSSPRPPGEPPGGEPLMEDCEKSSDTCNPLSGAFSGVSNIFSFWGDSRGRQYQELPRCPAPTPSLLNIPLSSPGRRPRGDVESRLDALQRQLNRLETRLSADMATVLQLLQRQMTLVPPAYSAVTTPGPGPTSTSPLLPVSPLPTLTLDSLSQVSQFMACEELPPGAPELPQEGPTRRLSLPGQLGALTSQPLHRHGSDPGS
GSK3B inh = inhibitors of human GSK3beta kinase; GST-GSK3beta kinase, ADP-Glo luminescence, 60 min; active compounds read low; hit rate 0.038% among 300,000; activity score (negative = inhibition), % at 10 µM; AID 2097; P49841;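 active = more than half of replicate wells score below -50%, meaning over 50% inhibition versus plate controls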;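 also: 0% = median DMSO wells and -100% = median GW8510 positive control wells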
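Test system: GST-fused GSK3beta enzyme, cell-free | Quantity: 1.6 ng GST-GSK3beta enzyme per well | Reagent: 25 µM ATP with peptide substrate | Schedule: 60 min enzyme reaction, room temperature | Signal: Luminescent ADP-Glo measurement of ADP formed | Read-out basis: Score relative to plate controls | Control set: DMSO and 20 µM GW8510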
KCNQ1 pot = potentiators or activators of human KCNQ1 potassium channel; P51787; CHO-K1 KCNQ1, thallium flux FluxOR fluorescence; active compounds read high; B-score at 10 µM; hit rate 0.35% among 310,000; AID 2648;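 active = fluorescence ratio B-score, a plate-corrected score, at least three library SD, with initial intensity B-score within 5 SD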
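Assay system: CHO-K1 cells stably expressing KCNQ1; Medium: assay buffer with matched DMSO; Also added: K+/Tl+ depolarizing stimulus; Dosing: single dose; Timing: dye 90 min, compound 20 min, room temperature; Measured by: kinetic FluxOR thallium fluorescence, 10-s 1-Hz baseline, 110-s post-stimulus read; Read-out: peak-minus-minimum fluorescence over initial fluorescence, negative-control normalized, B-scored.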
KCNK9 inh = human KCNK9 channel inhibition; HEK293 KCNK9, FluxOR thallium flux fluorescence; active compounds read low; B-score at 10 µM; hit rate 1.2% among 310,000; AID 488922;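 active = ratio B-score over 3 SD below the library mean, with starting fluorescence within 5 SD of its mean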;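 also: negative B-score means less thallium flux so channel inhibition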
DYRK1A inh = Dyrk1A (rat) kinase inhibition | Q63470 | ADP-Glo luminescence, NFATc1 peptide | inhibition, % at 12.5 µM | hit rate 0.43% among 310,000 | AID 504441; in the data active = inhibition above about 50%;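 also: plate controls were vehicle with enzyme for no effect and no enzyme for full effect; many of its hits are not listed in these tables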
KCNK3 inh = human KCNK3 channel inhibition, primary screen | B-score at 10 µM | AID 602410 | O14649 | hit rate 0.84% among 340,000 | CHO-KCNK3 thallium flux, FluxOR fluorescence; active compounds read low;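 active = B-score under library mean minus 4 SD, starting fluorescence ratio at most library mean plus 5 SD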;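 also: more negative B-score means stronger inhibition of thallium flux through KCNK3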
GSK3 alpha inh = inhibitors of human GSK-3 alpha kinase. P49840. ADP-Glo luminescence, 60 min. inhibition, % at 10 µM. hit rate 0.1% among 320,000;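 in the data active = inhibition above about 50%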;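 also: GST-tagged GSK-3 alpha with peptide substrate and 25 µM ATP; 0% = DMSO neutral wells and 100% = GW8510 positive control wells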
RGS4 act = potentiators or activators of RGS4 | HEK293 M3R/inducible RGS4, carbachol calcium flux Fluo4; active compounds read low | B-score at 10 µM | hit rate 0.92% among 310,000;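 active = B-score of the integrated calcium signal more than 4 SD below the library mean, with starting fluorescence not abnormally high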;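 also: negative B-score means reduced calcium response which marks RGS4 activation or potentiation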
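Reagent: ECmax carbachol challenge; Test system: M3R-expressing HEK293 line, RGS4 induced by doxycycline; Schedule: overnight RGS4 induction, 30 min dye load 37 °C, 20 min compound RT; Detection: calcium dye Fluo4 fluorescence; Read-out: Agonist-evoked peak-minus-minimum fluorescence over baseline, integrated ratio, B score.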
RGS4 block = human RGS4 inhibition; hit rate 0.45% among 310,000; B-score at 10 µM; AID 463165; HEK293 M3R/RGS4 inducible, Fluo-4 calcium flux; active compounds read high; triggered by carbachol at its EC20; P49798;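 active = B-score, a plate-corrected calcium signal, over three deviations above library mean, with baseline fluorescence within five deviations of library mean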;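 also: RGS4 expression induced by doxycycline in cells with stable M3 receptor; B-score is computed from the integrated fluorescence ratio over baseline after carbachol; higher B-score means a larger calcium signal and so more RGS4 inhibition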
* hit, by the source's call; i = inactive; / = no result given.

SMILES	KCNQ1 inh	PolyA inhibitor	hERG rescue	GSK3B inh	KCNQ1 pot	KCNK9 inh	DYRK1A inh	KCNK3 inh	GSK3 alpha inh	RGS4 act	RGS4 block
CCCc1[nH]nc2c1C1(C(=O)N(CC)c3ccccc31)C(C#N)=C(N)O2 (configuration not stated)	i	i	-11	-1	i	i	3	i	-2	i	i
Cc1c(O)cc2n(c1=O)-c1ccc(Cl)cc1C2(C)C	i	i	-3	2	i	i	/	i	-3	i	i
CNc1nc(OCC(F)(F)F)nc(OCC(F)(F)F)n1	i	i	-5	2	i	i	-7	i	-4	i	i
O=C(O)c1cc(S(=O)(=O)N2CCN(C(=O)c3ccco3)CC2)c(Cl)cc1Cl	i	i	-2	0	i	i	4	i	-1	i	i
Cc1cc(C)cc(C(=O)NCCn2cc(SCC(=O)N3CCOCC3)c3ccccc32)c1	i	i	-15	-2	i	i	-6	i	0	i	i
Cc1cnc(C(=O)OC(C(=O)Nc2cc(C(F)(F)F)ccc2Cl)c2ccccc2)cn1 (configuration not stated)	i	i	-9	0	i	i	-2	i	0	i	i
[O-][n+]1c2c(nn1-c1ccccc1Cl)-c1nonc1CC2	i	i	-2	0	i	i	2	i	-8	i	i
CCOC(=O)C1CCN(C(=O)Nc2ccc3nccnc3c2)CC1	i	i	-5	0	i	i	11	i	6	i	i
Cc1ccccc1Nc1nc(N)nc(CSc2nnc(-c3ccccc3)n2C)n1	i	i	-9	0	i	i	-5	i	-3	i	i
O=C(CCCC(=O)N(CC(=O)NC1CCCC1)Cc1ccc2c(c1)OCO2)Nc1ccccn1	i	i	-10	3	i	i	-2	i	0	i	i
O=C(c1ccco1)N1N=C(c2ccc(Br)cc2)CC1(O)C(F)(F)F (configuration not stated)	i	i	-8	0	i	i	1	i	1	i	i
COc1cccc(C2CC(c3ccc(C)cc3)n3ncnc3N2)c1 (configuration not stated)	i	i	-3	1	i	i	0	i	-2	i	i
COc1ccc(N2CCN(C(=O)c3cc(C)on3)CC2)cc1	i	i	-9	3	i	i	2	i	-1	i	i
CCC(C)c1ccccc1OCCn1ccnc1 (configuration not stated)	i	i	-3	-1	i	i	-1	i	-5	i	i
COc1ccccc1/C=C\C=N\n1c(-c2ccc(Cl)cc2)n[nH]c1=S	i	i	-10	-1	i	i	-2	i	-3	i	i
CC1(C)CNC(=O)CC(C)(C)N1	i	i	-13	-2	i	i	2	i	-2	i	i
O=C(CSc1ccccc1)N1CCCC(Nc2ccccc2)C1 (configuration not stated)	i	i	-9	0	i	i	-3	i	-1	i	i
O=C(N/N=C/c1ccc(OCc2ccc(F)cc2)cc1)c1ccccc1	i	i	3	0	i	i	-9	i	-1	i	i
CC(C)NS(=O)(=O)c1ccc2c(c1)NCC2	i	i	-10	0	i	i	-2	i	-3	i	i
O=C(Nc1ccc2ncccc2c1)c1cccc(Br)c1	i	i	-7	-4	i	i	-2	i	-1	i	i
O=C1C(Cc2ccc3[nH]ccc3c2)NC(=S)N1c1ccccc1 (configuration not stated)	i	i	-12	0	i	i	/	i	1	i	i
Cc1nn(CC(=O)NC(=O)NC2CCCCC2C)c(=O)c(C#N)c1C (configuration not stated)	i	i	-23	1	i	i	-1	i	-4	i	i
COc1ccc(-c2nnn(CC(=O)N(CC(=O)NC3CCCC3)c3ccccc3)n2)cc1OC	i	i	-4	0	i	i	-1	i	1	i	i
Cc1scc(-c2n[nH]c(=S)n2C(C)c2ccccc2)c1C (configuration not stated)	i	i	-6	6	i	i	-2	i	-2	i	i
Cc1nnc(SCC(=O)Nc2ccccc2F)n1Cc1ccco1	i	i	-12	2	i	i	1	i	-2	i	i
COc1ccc2oc(=O)c(C(=O)C[n+]3cccc(C)c3)cc2c1	i	i	-11	2	i	i	6	i	-2	-10*	i
COC(=O)Nc1ccc(S(=O)(=O)N2CCCc3ccccc32)cc1	i	i	-13	0	i	i	5	i	0	i	i
Cc1ccccc1C(=O)NN1C(=O)CSC1=S	i	i	-3	-1	i	i	1	i	-2	i	i
O=C(Nc1ccccc1)OCC1CCCN2CCCCC12 (configuration not stated)	i	i	-4	0	i	i	2	i	-1	i	i
C/C(=N\Nc1ccc(Cl)c(C(=O)O)c1)c1cccc([N+](=O)[O-])c1	i	i	-7	-2	i	i	3	i	0	i	i
COc1cc(/C=N/NC(=O)c2cc3ccccc3cc2O)ccc1OCCN1CCCCC1	i	i	-10	1	i	i	0	i	2	i	i
CCOC(=O)c1sc(=S)n(-c2ccc(C)cc2)c1SC	i	i	-2	4	i	i	-5	i	-1	i	i
CN(C)S(=O)(=O)c1ccc(C(=O)OCC(=O)c2ccc3c(c2)NC(=O)CO3)cc1	i	i	-9	-8	i	i	5	i	0	i	i
COc1ccccc1N(CC(=O)Nc1ccc(Cc2ccncc2)cc1)S(=O)(=O)c1ccccc1	i	i	-14	-2	i	i	-3	i	-1	i	i
Cn1c(C(=O)NCCCN2CCCC2=O)cc2c(=O)n(C)c3ccccc3c21	i	i	-11	4	i	i	19	i	-2	i	i
COc1cccc(C2=NCCc3cc4c(cc32)OCO4)c1OC	i	i	-2	-1	i	i	1	i	-2	i	i
CCN(CC(=O)NCc1ccc(F)cc1)CC(=O)NC1CCCC1	i	i	-8	-2	i	i	1	i	-1	i	i
Cn1c(-c2ccc3c(c2)OCO3)cnc1N	i	i	-8	-1	i	i	-1	i	-3	i	i
Cc1cc2nc(C3CCN(C(=S)NCCCOC(C)C)CC3)[nH]c2cc1C	i	i	-5	-3	i	i	1	i	1	i	i
Cc1nn(C)c(C)c1CNC(=O)c1cc2n(n1)C(C(F)(F)F)CC(c1cccs1)N2 (configuration not stated)	i	i	-16	-6	i	i	9	i	10	i	i
O=C1Nc2ccc(S(=O)(=O)NCc3ccccn3)c3cccc1c23	i	i	0	4	i	i	1	i	/	i	i
COC(=O)CC1C(=O)NCCN1C(=S)NC(=O)c1sc2ccccc2c1Cl (configuration not stated)	i	i	0	0	i	i	3	i	-3	i	i
COc1ccc(CNC(=O)COc2ccc(C)nc2[N+](=O)[O-])cc1	i	i	-10	-7	i	i	/	i	1	i	i
Cc1nc2ccc(C(=O)O)cc2c2c1CC(C)S2 (configuration not stated)	i	i	-9	2	i	i	14	i	1	i	i
CNC(=S)NCCc1ccc(OC)c(OC)c1	i	i	-8	3	i	i	-8	i	-2	i	i
CC(C)OCCCNC(=O)c1ccc(N(C)S(C)(=O)=O)cc1	i	i	-14	4	i	i	-6	i	/	i	i
Cc1nc2c(c(C)nn2-c2ccccc2)c(C)c1CCC(=O)NCCCOC(C)C	i	i	-6	-3	i	i	-2	i	0	i	i
CCOC(=O)C1(c2csc(N)n2)COC(=O)C1 (configuration not stated)	i	i	-10	2	i	i	-3	i	-3	i	i
O=C(CC1=NCCNC(c2ccccc2)C1)c1ccccc1O (configuration not stated)	i	i	-11	-3	i	i	-2	i	2	i	i
C/C=C(/C)C(=O)O[C@@H]1[C@H](OC(=O)C=C(C)C)c2c(ccc3ccc(=O)oc23)OC1(C)C	i	i	-11	-3	i	i	7	i	-1	i	i
CC1CCCCC1N1CN=C(Nc2nc3ccccc3s2)NC1 (configuration not stated)	i	i	-8	-1	i	i	10	i	5	i	i
O=C(NC1CCCCC1)C(=S)N1CCOCC1	i	i	-12	-2	i	i	0	i	-2	i	i
Cc1ccc(C)c(NC(=O)COc2cccc3c2CCN(Cc2ccccc2C)C3=O)c1	i	i	-11	-1	i	i	-1	i	-4	i	i
Cc1ccc(S(=O)(=O)N(C)C)cc1NC(=O)COC(=O)CCC1CCCC1	i	i	-6	1	i	i	18	i	-4	i	i
Cc1cc(NC(=O)C2CC(=O)N(c3cccc(Cl)c3)C2)no1 (configuration not stated)	i	i	-2	2	i	i	5	i	2	i	i
O=C(CSc1nccc(-c2cccs2)n1)Nc1ccc(Cl)cc1	i	i	-4	-1	i	i	/	i	1	i	i
Cn1nc(C(C)(C)C)c([N+](=O)[O-])c1C(=O)N1CCOCC1	i	i	-11	2	i	i	-1	i	-2	i	i
OCc1nc2ccccc2n1CCCCOc1ccccc1	i	i	-14	-4	i	i	0	i	0	i	i
O=C(COC(=O)/C=C/c1ccc(OC(F)F)cc1)Nc1cccc(S(=O)(=O)N2CCCC2)c1	i	i	-19	3	i	i	-3	i	-5	i	i
O=C(c1cc(-c2ccc(O)cc2)on1)N1CCCCCC1	i	i	-7	-1	i	i	6	i	2	i	i
The results go on:
SMILES	KCNQ1 inh	PolyA inhibitor	hERG rescue	GSK3B inh	KCNQ1 pot	KCNK9 inh	DYRK1A inh	KCNK3 inh	GSK3 alpha inh	RGS4 act	RGS4 block
COc1ccccc1NC(=O)CN1CCN(S(=O)(=O)c2ccc(Br)cc2)CC1	i	i	-6	0	i	i	10	i	/	i	i
CN(CC(=O)Nc1cccc(F)c1)C(=O)c1ccc(N2CCOCC2)c([N+](=O)[O-])c1	i	i	-9	-1	i	i	0	i	-1	i	i
O=C(CCC1CCCCC1=O)c1ccccc1 (configuration not stated)	i	i	-9	1	i	i	-4	i	0	i	i
COC(=O)CCN(c1ccccc1)S(=O)(=O)c1ccc(OC)cc1	i	i	-13	-1	i	i	-6	i	-4	i	i
CCSc1nnc(C)n1-c1ccc(C(=O)O)cc1	i	i	-1	0	i	i	4	i	-1	i	i

Exported with two lines to a compound: part of the list above.
Under each structure – KCNQ1 inh | PolyA inhibitor | hERG rescue | GSK3B inh | KCNQ1 pot | KCNK9 inh | DYRK1A inh | KCNK3 inh | GSK3 alpha inh | RGS4 act | RGS4 block
O=C(CCC1CCCCC1=O)c1ccccc1 (configuration not stated)
→ i | i | -9 | 1 | i | i | -4 | i | 0 | i | i
[O-][n+]1c2c(nn1-c1ccccc1Cl)-c1nonc1CC2
→ i | i | -2 | 0 | i | i | 2 | i | -8 | i | i
CCSc1nnc(C)n1-c1ccc(C(=O)O)cc1
→ i | i | -1 | 0 | i | i | 4 | i | -1 | i | i
COc1ccc(N2CCN(C(=O)c3cc(C)on3)CC2)cc1
→ i | i | -9 | 3 | i | i | 2 | i | -1 | i | i

Some of the compounds tested; rates above refer to the full screens.
